TAG inh = inhibitors of triacylglycerol accumulation, primary screen, cell-based, uHTS, fluorescence, H9c2; H9c2 cells, Nile Red lipid (TAG) fluorescence; cells loaded with 200 µM oleic acid; inhibition, % at 12.5 µM; actives 0.66% (n = 230,000);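 active means pattern-corrected inhibition of lipid staining of at least 50% with the nuclear-stain viability signal not falling by more than 50%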;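 further: 0% = DMSO wells and 100% = triacsin C control wells; some results filed as inactive read as strong as hits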
TAG inh DAPI viability = recorded beside TAG inh, whose call it bears; DAPI nuclei signal change (viability), lower = more cytotoxic, %;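 whole-well DAPI fluorescence read on a plate reader as a viability signal; minus 50 percent equals half of cells still viable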
The depositor's hits bear a star. Some of the compounds tested; rates above refer to the full screens.

`COc1ccc(C2(C(=O)NCC3CCCO3)CCOCC2)cc1` (stereo not drawn) gave TAG inh -19 and TAG inh DAPI viability 0.
CC(=O)c1cccc(NC(=O)C(C)OC(=O)CCN=C2NS(=O)(=O)c3ccccc32)c1 (stereo not drawn) was read as TAG inh -7 and TAG inh DAPI viability -5.
`COc1ccccc1NS(=O)(=O)c1ccc2oc(SCC(=O)N3CCNC3=O)nc2c1` gave TAG inh -4 and TAG inh DAPI viability 4.
For CC(C)c1nc(-c2c(N)n(C)c(=O)n(C)c2=O)sc1C(=O)C(C)(C)C the results were TAG inh -10 and TAG inh DAPI viability 22.
`CC(NCC(=O)Nc1ccccc1C(=O)NC1CC1)c1ccco1` (stereo not drawn) gave TAG inh 11 and TAG inh DAPI viability -2.
`Cc1csc(N=Cc2ccc([N+](=O)[O-])o2)n1` gave TAG inh -5 and TAG inh DAPI viability 7.
Screening CSCCC(N=C1NS(=O)(=O)c2ccccc21)C(=O)NCCc1ccccc1 (stereo not drawn) returned TAG inh -8 and TAG inh DAPI viability 0.
For Cn1c2ccccc2c(=O)c2c(=O)n(Cc3ccco3)c(-c3ccc(F)cc3)nc21 the results were TAG inh -7 and TAG inh DAPI viability 2.
Screening O=C(COC(=O)c1ccccc1SCC(=O)N1CCCC1)NCc1ccccc1 returned TAG inh 9 and TAG inh DAPI viability -9.
O=c1c2c(-c3ccc([N+](=O)[O-])cc3)csc2nc2n1CCCCC2 was read as TAG inh 13 and TAG inh DAPI viability -3.
CCOC(=O)C1(Cc2ccccc2Cl)CCN(C(=O)CCn2ccnc2C)CC1 was read as TAG inh 7 and TAG inh DAPI viability -36.
For O=C(NC(Cc1ccc(O)cc1)C(=O)N=Nc1c(O)[nH]c2ccccc12)c1ccccc1 (stereo not drawn) the results were TAG inh -21 and TAG inh DAPI viability 9.
Screening COCCCNC(=O)CN(c1cccc(Cl)c1)S(C)(=O)=O returned TAG inh -2 and TAG inh DAPI viability 8.
Screening CC(=O)n1cc(N(C(=O)CCl)c2ccc(C)cc2)c2ccccc21 returned TAG inh 65* and TAG inh DAPI viability -22*.
`O=C(NCC1COc2ccccc2O1)c1ccc(NC(=O)C2CCCO2)cc1` (stereo not drawn) gave TAG inh 2 and TAG inh DAPI viability -1.

3 structures from above, sorted by count of non-hydrogen atoms, falling.
`COc1ccccc1NS(=O)(=O)c1ccc2oc(SCC(=O)N3CCNC3=O)nc2c1` gave TAG inh -4 and TAG inh DAPI viability 4.
Screening O=C(COC(=O)c1ccccc1SCC(=O)N1CCCC1)NCc1ccccc1 returned TAG inh 9 and TAG inh DAPI viability -9.
`CC(NCC(=O)Nc1ccccc1C(=O)NC1CC1)c1ccco1` (stereo not drawn) gave TAG inh 11 and TAG inh DAPI viability -2.

Next part.
Screening O=C(COC(=O)C1CCCCC1)Nc1ccc(S(=O)(=O)N2CCOCC2)cc1 returned TAG inh -2 and TAG inh DAPI viability -5.
Screening Cn1cccc1/C=N/NC(=O)c1ccncc1 returned TAG inh -8 and TAG inh DAPI viability 10.
For O=C(CN1C(=O)C(=O)N(Cc2ccccc2)C1=O)Nc1cc(Cl)cc(Cl)c1 the results were TAG inh 4 and TAG inh DAPI viability 1.
`CC1CCCN(c2ccc(C(=O)Nc3ccc4c(c3)OCO4)cc2[N+](=O)[O-])C1` (stereo not drawn) gave TAG inh 6 and TAG inh DAPI viability -5.
O=C1NCCN(Cc2ccc(-c3ccccc3)cc2)C1CC(=O)N1CCN(CCO)CC1 (stereo not drawn) was read as TAG inh 20 and TAG inh DAPI viability -1.
Screening Cc1ccc(C(=O)CSc2nnc(-c3ccco3)n2CC2CCCO2)cc1 (stereo not drawn) returned TAG inh -28 and TAG inh DAPI viability 11.
`Cc1cc(C)cc(OCC(=O)Nc2ccccc2C(=O)N2CCOCC2)c1` gave TAG inh 5 and TAG inh DAPI viability 4.
`Cn1nc(-c2ccc(OCC(=O)Nc3cccnc3)cc2)c2ccccc2c1=O` gave TAG inh 23 and TAG inh DAPI viability 1.
CN(CC(=O)NCc1ccco1)CC(=O)Nc1cc(S(C)(=O)=O)ccc1Cl was read as TAG inh 4 and TAG inh DAPI viability 10.
Screening COc1ccc(C(=O)NCC(=O)OCC(=O)Nc2ccc(C)c(S(=O)(=O)N(C)C)c2)cc1OC returned TAG inh 3 and TAG inh DAPI viability -2.
Screening N#CC1(Nc2ccc(S(N)(=O)=O)cc2)CCCC1 returned TAG inh 5 and TAG inh DAPI viability 0.
For CC(C)[C@H](NC(=O)c1ccco1)C(=O)OCC(=O)NC12CC3CC(CC(C3)C1)C2 the results were TAG inh -15 and TAG inh DAPI viability 3.
For Cc1ccc2[nH]c3c(NCCN4CCOCC4)ncnc3c2c1 the results were TAG inh -17 and TAG inh DAPI viability 12.
Screening CCn1c2ccccc2c(=O)c2ccccc21 returned TAG inh 11 and TAG inh DAPI viability 38.
Screening COc1ccc(OC)c(S(=O)(=O)NCc2cn3c(C)csc3n2)c1 returned TAG inh 6 and TAG inh DAPI viability -1.

2 consecutive compounds from above, for reference:
Screening O=C(COC(=O)C1CCCCC1)Nc1ccc(S(=O)(=O)N2CCOCC2)cc1 returned TAG inh -2 and TAG inh DAPI viability -5.
Screening Cn1cccc1/C=N/NC(=O)c1ccncc1 returned TAG inh -8 and TAG inh DAPI viability 10.

Remaining list, next part
For N#C/C(=C/c1cccn1-c1cccc(C(=O)O)c1)c1ccc(F)cc1 the results were TAG inh -4 and TAG inh DAPI viability 12.
Screening COC(=O)c1ccc(CN2CCC(CO)(Cc3ccc(OC)cc3)CC2)cc1 returned TAG inh 1 and TAG inh DAPI viability 7.
Screening COc1ccccc1NS(=O)(=O)c1ccc(C)c(C(=O)N2CCN(c3ccc(O)cc3)CC2)c1 returned TAG inh 16 and TAG inh DAPI viability -8.
For CC1CC(C)CN(S(=O)(=O)c2ccc(NC(=O)CCN3C(=O)C4CC=CCC4C3=O)cc2)C1 (stereo not drawn) the results were TAG inh 0 and TAG inh DAPI viability 0.
Screening CCc1nc(SCC(=O)NCc2ccco2)c2c(=O)n(C)c(=O)n(C)c2n1 returned TAG inh 10 and TAG inh DAPI viability -7.
Screening O=c1[nH]c(=O)c2[nH]c(=S)[nH]c2[nH]1 returned TAG inh 8 and TAG inh DAPI viability 3.
C[C@@]12C(=O)N(CCc3c[nH]c4ccccc34)CC(=O)N1[C@H]1c3ccccc3OC[C@@H]1[C@@H]2c1ccccc1 was read as TAG inh 40 and TAG inh DAPI viability 0.
Screening Cc1csc2ncc(C(=O)NCCc3ccccc3)c(=O)n12 returned TAG inh -9 and TAG inh DAPI viability 5.
Screening O=C(C1CCCN(S(=O)(=O)c2cccc3nonc23)C1)N1CCC(Cc2ccccc2)CC1 (stereo not drawn) returned TAG inh -6 and TAG inh DAPI viability 0.
Screening O=C(NNC(=O)c1cnccn1)c1ccc(Cl)cc1 returned TAG inh -13 and TAG inh DAPI viability -1.
CC1CC(CN)CC(CO)C1 (stereo not drawn) was read as TAG inh 11 and TAG inh DAPI viability -6.
For C=CCN(C(=O)CNS(=O)(=O)c1ccccc1)C(C(=O)NCCOC)c1ccncc1 (stereo not drawn) the results were TAG inh 2 and TAG inh DAPI viability 7.
Screening CCC1(c2ccc(F)cc2)NC(=O)N(CC(=O)NC2CC2)C1=O (stereo not drawn) returned TAG inh -3 and TAG inh DAPI viability 11.
`O=C(NNC(=O)c1ccc(NC(=O)c2ccccc2)cc1)Nc1ccccc1` gave TAG inh 9 and TAG inh DAPI viability -16.
For CCCNC(=O)C1CC(c2ccccc2C(F)(F)F)=NO1 (stereo not drawn) the results were TAG inh -13 and TAG inh DAPI viability -7.

In the list so far, three contain two or more sulfur atoms:
`COc1ccccc1NS(=O)(=O)c1ccc2oc(SCC(=O)N3CCNC3=O)nc2c1` gave TAG inh -4 and TAG inh DAPI viability 4.
Screening CSCCC(N=C1NS(=O)(=O)c2ccccc21)C(=O)NCCc1ccccc1 (stereo not drawn) returned TAG inh -8 and TAG inh DAPI viability 0.
Screening COc1ccc(OC)c(S(=O)(=O)NCc2cn3c(C)csc3n2)c1 returned TAG inh 6 and TAG inh DAPI viability -1.

Back to the main list; the 2 compounds before the break are reprinted first.
`O=C(NNC(=O)c1ccc(NC(=O)c2ccccc2)cc1)Nc1ccccc1` gave TAG inh 9 and TAG inh DAPI viability -16.
For CCCNC(=O)C1CC(c2ccccc2C(F)(F)F)=NO1 (stereo not drawn) the results were TAG inh -13 and TAG inh DAPI viability -7.
Cc1ccc(S(=O)(=O)CCC(=O)Nc2nnc(CC(C)C)s2)cc1 was read as TAG inh -6 and TAG inh DAPI viability 1.
For Cc1ccc(NC(=O)C2(C)CCN2C(=O)Cc2cc(F)ccc2F)cc1 (stereo not drawn) the results were TAG inh -17 and TAG inh DAPI viability 6.
Screening COc1ccc2[nH]c(=O)c(CN(C(=O)c3cccnc3)c3cc(C)ccc3C)cc2c1 returned TAG inh -15 and TAG inh DAPI viability 8.
`O=C(NCC1CC1)c1ccc2c(c1)S(=O)(=O)c1cc(Cl)ccc1C2=O` gave TAG inh -9 and TAG inh DAPI viability 9.
`CN(CC(=O)Nc1cccc(F)c1)CC(=O)Nc1ccc(Cl)cc1[N+](=O)[O-]` gave TAG inh -14 and TAG inh DAPI viability 12.
C[C@H]1CN([C@@H](C)CO)S(=O)(=O)c2ccc(C#Cc3ccccn3)cc2O[C@@H]1CN(C)C(=O)C1CC1 was read as TAG inh 12 and TAG inh DAPI viability 4.
Screening CC(C)OCCCNC(=O)Cc1ccc(Br)cc1 returned TAG inh 3 and TAG inh DAPI viability 1.
For Cc1ccc(S(=O)(=O)N2CCC(C(=O)NNC(=O)c3cccnc3)CC2)cc1 the results were TAG inh -9 and TAG inh DAPI viability 5.
Screening Cc1nc2ccc(S(=O)(=O)NCC(=O)N3CCN(c4ccccn4)CC3)cc2s1 returned TAG inh -2 and TAG inh DAPI viability 1.
COc1ccc(CCNC(=O)CSc2nc3ccccc3c3nc(CCN4CCCCC4)nn23)cc1OC was read as TAG inh 12 and TAG inh DAPI viability -3.
Screening CCCN1C2CCCC1CC(NC(=O)c1ccc(Br)cc1)C2 (stereo not drawn) returned TAG inh -12 and TAG inh DAPI viability 4.
`CC(C)(C)c1nc(S(=O)(=O)c2ccc(Cl)cc2)c(N2CCOCC2)o1` gave TAG inh -4 and TAG inh DAPI viability 12.
`O=C(CNC(=O)c1ccccc1Cl)NCCc1cccs1` gave TAG inh -2 and TAG inh DAPI viability -5.
`Cn1c(N)c(C(=O)COC(=O)/C=C/c2ccccc2Cl)c(=O)n(C)c1=O` gave TAG inh 1 and TAG inh DAPI viability -7.
For CSc1nc(=NC(C)=O)ss1 the results were TAG inh -1 and TAG inh DAPI viability 2.
COc1ccc(CN2C(=O)NC3(CCCCCC3)C2=O)cc1F was read as TAG inh 0 and TAG inh DAPI viability -1.
Screening O=C(Nc1ccnn1C1CCN(Cc2ccc(OC(F)F)cc2)CC1)C1CCCC1 returned TAG inh -1 and TAG inh DAPI viability 8.
`CC1(C)CC2CC(C)(CN2C(=O)COC(=O)c2ccc(O)cc2O)C1` (stereo not drawn) gave TAG inh -2 and TAG inh DAPI viability 12.
For COc1ccc(CCNC(=O)c2cccc(S(=O)(=O)N3CCCC3)c2)cc1 the results were TAG inh -2 and TAG inh DAPI viability 4.
CC(C)c1ccc(NC(=O)COC(=O)C2CCCCC2)cc1 was read as TAG inh -5 and TAG inh DAPI viability -3.
Screening O=c1c2cc(N3CCOCC3)ccc2[nH]c(=S)n1Cc1ccccc1Cl returned TAG inh -6 and TAG inh DAPI viability 17.
C=CCN1C(=O)c2ccc(C(=O)OCC(=O)Nc3ccccc3OC)cc2C1=O was read as TAG inh 0 and TAG inh DAPI viability 4.
For COc1ncccc1-c1nnn(-c2ccccc2)n1 the results were TAG inh -4 and TAG inh DAPI viability 2.
Clc1cccc(/C=N/Nc2nc(Cl)nc3ccccc23)c1 was read as TAG inh 7 and TAG inh DAPI viability -3.
Screening COc1ccc(S(=O)(=O)N2CCOC2CNC(=O)C(=O)NCc2ccc3c(c2)OCO3)cc1 (stereo not drawn) returned TAG inh 14 and TAG inh DAPI viability -1.
Cn1c(O)c(/C=N/Nc2ccccc2)c(=O)n(C)c1=O was read as TAG inh -2 and TAG inh DAPI viability -1.
Screening CCN(CC)CC(C)OC(=O)COc1ccc(OC)cc1 (stereo not drawn) returned TAG inh -12 and TAG inh DAPI viability 10.
`CCCCCCC[C@H](N)[C@H](O)C(=O)N(C)[C@@H](CCS(C)=O)C(=O)N[C@@H](Cc1ccc(O)cc1)C(=O)N[C@@H](Cc1ccc(O)cc1)C(=O)O` (stereo partly drawn) gave TAG inh 29 and TAG inh DAPI viability -34.

Screening results (PubChem BioAssay)
